Menin-MLL TR inh – displaces Texas Red mutant MLL peptide from human menin; O00255; Menin + Texas Red MLL mutant peptide, fluorescence polarization; Potency, µM (doses to about 61.6 µM), for inactives: at the top dose FP activity change, negative = inhibition, hits mostly inhibitors; 270,000 tested, 0.23% active; AID 1768; active = well fitted inhibition curve with a large enough effect in the polarisation, with a control signal flat, not every such curve was filed as active; inconclusive = small, poorly fitted or top-dose-only effect, or effect the other way, or a change in a side signal; inactive = no such curve, though single readings can be large or run the other way; the % refers to the polarisation; also: potency is read from the fitted curve at half-maximal effect; % of control where 0% means no effect; many of its hits are not listed in these tables
RORgamma inh – ROR gamma (mouse) transcription inhibition; Drosophila S2 Gal4-RORgamma UAS-luciferase reporter, 20 h; 310,000 tested, 5.4% active; Potency, µM (top dose mostly 53.6 µM), without a hit: at the highest dose activity change, negative = inhibition, actives largely listed as inhibitors; also: potency is read from the fitted curve at half-maximal effect; % is scaled to controls: 0 for no effect and ±100 for the full control effect; nearly all actives have a fitted effect of over 60% in size
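Using a luciferase readout, inhibitors were identified by reduced reporter activity in Drosophila cells coexpressing a copper-inducible Gal4–ROR gamma fusion and UAS-driven Photinus luciferase, incubated 20 hr after 700 uM copper sulfate.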
BRCA1 expr act – increases BRCA1 expression; Potency, µM (top dose mostly 46.1 µM), without a hit: top-dose activation, actives largely listed as activators; 380,000 tested, 1.1% active; MCF7-BRCA1-FFLuc reporter, luminescence, 48 h; response scale: scaled: vehicle 0%, 10 µM genistein 100%; AID 624202; also: potency is read from the fitted curve at half-maximal effect; nearly all actives have a fitted effect of over 80% in size; some results filed as inactive show a strong effect at the top dose
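Reporter cells (MCF7, BRCA1 promoter-firefly luciferase) received library compounds across a concentration series for 48 h. End-point luminescence was measured and concentration-effect curves derived after normalization.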
NPC1 promoter act – NPC1 promoter activation; Potency, µM (titrated, usually from 9.22 µM), inactives show at the top dose activation, actives largely listed as activators; Huh7 NPC1 promoter luciferase reporter, 24 h; 320,000 tested, 2.4% active;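 also: potency is read from the fitted curve at half-maximal effect; % of control where 0% means no effect; nearly all actives have a fitted effect of over 60% in size; reporter is driven by a mutant NPC1 promoter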
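Stable NPC1-promoter luciferase Huh7 line; cpd (DMSO) 24 h, 37 °C, 5% CO2; Amplite luciferase reagent 10 min RT; luminescence readout. qHTS format.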
FLuc counter – counter-screen for miR-21 project: firefly luciferase inhibitors or activators | 360,000 tested, 6.9% active | Potency, µM (highest dose often 57.5 µM), for the others: at the highest dose activity change, negative = inhibition, most hits filed as inhibitors | purified FLuc, Km substrates, luminescence inhibition | AID 588342;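 also: potency is read from the fitted curve at half-maximal effect; plate controls were vehicle for no effect and reference inhibitor for full effect; nearly all actives have a fitted effect of over 55% in size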
Target sequence (P08659 whole entry, looked up): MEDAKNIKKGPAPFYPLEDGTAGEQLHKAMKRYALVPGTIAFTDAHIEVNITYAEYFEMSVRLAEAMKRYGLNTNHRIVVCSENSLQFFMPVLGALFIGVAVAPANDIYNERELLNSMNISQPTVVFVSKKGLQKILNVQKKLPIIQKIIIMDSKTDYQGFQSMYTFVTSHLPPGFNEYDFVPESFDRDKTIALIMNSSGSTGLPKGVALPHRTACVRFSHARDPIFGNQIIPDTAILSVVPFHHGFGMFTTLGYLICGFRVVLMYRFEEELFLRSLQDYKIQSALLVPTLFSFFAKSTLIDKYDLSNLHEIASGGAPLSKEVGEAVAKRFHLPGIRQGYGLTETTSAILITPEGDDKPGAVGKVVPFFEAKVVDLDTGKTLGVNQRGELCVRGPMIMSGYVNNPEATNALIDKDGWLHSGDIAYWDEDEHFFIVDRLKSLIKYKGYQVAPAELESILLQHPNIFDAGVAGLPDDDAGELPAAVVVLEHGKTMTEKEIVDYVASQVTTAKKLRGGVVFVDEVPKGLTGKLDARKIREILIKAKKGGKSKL
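Purified P. pyralis luciferase, 10 nM final, with Km-level 10 uM D-luciferin and 10 uM ATP in 50 mM Tris acetate pH 7.5, 10 mM Mg acetate, 0.01% Tween-20, 0.05% BSA; 6-point qHTS titration about 60 µM downward; luminescence read.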
p53 reactivation – restores transcriptional activity of mutant p53; H1299 p53-A138V BP100-luciferase reporter, luminescence, 24 h; 320,000 tested, 0.063% active; Potency, µM (series often up to 92.2 µM), without a hit: at the highest dose activity change, positive = activation, most hits filed as activators; also: potency is read from the fitted curve at half-maximal effect; % of control where 0% means no effect; nearly all actives have a fitted effect of over 45% in size
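H1299 (p53-null), stable ts p53-A138V + BP100-Luc; 1000 cells/well, Opti-MEM/10% FBS; cpd 4 pt, 1:5; 24 h, 37 deg C, 5% CO2; detection reagent 10 min RT; luminescence.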
VP16 counter – counter-screen for ROR gamma inhibitors: Gal4-VP16 reporter; Drosophila S2 Gal4-VP16 UAS-luciferase, luminescence, 20 h; Potency, µM (series often up to 53.6 µM), inactives show at the highest dose activity, negative = inhibition, usual class: inhibitors; 310,000 tested, 3.5% active; AID 2546;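 also: Gal4-VP16 expression switched on by copper sulfate through the metallothionein promoter; potency is read from the fitted curve at half-maximal effect; % is scaled to controls: 0 for no effect and ±100 for the full control effect; nearly all actives have a fitted effect of over 50% in size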
PKM2 act – activators of human pyruvate kinase M2. 260,000 tested, 0.34% active. Potency, µM (titrated, usually from 57.5 µM), for inactives: top-dose activation, usual class: activators. purified PKM2, Kinase-Glo ATP luminescence, activation; response scale: 0% is enzyme alone, no compound. P14618; also: potency is read from the fitted curve at half-maximal effect; % is scaled to controls: 0 for no effect and ±100 for the full control effect; nearly all actives have a fitted effect of over 55% in size
Target sequence (P14618 whole entry, looked up): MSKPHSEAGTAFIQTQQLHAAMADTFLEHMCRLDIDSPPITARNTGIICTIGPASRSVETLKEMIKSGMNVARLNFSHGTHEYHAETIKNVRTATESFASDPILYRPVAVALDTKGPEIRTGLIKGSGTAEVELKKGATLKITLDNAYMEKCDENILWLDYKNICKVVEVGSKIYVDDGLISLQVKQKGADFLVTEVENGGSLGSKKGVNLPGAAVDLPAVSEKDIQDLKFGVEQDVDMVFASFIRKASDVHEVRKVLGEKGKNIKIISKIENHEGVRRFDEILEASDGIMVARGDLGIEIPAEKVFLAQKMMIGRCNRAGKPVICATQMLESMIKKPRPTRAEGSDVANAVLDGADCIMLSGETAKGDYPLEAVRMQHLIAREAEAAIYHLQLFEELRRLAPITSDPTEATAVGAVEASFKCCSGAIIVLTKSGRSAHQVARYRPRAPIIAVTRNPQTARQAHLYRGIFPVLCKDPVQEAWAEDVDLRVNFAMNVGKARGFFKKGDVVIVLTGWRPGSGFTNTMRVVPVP
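Purified hPK-M2 (>95% pure) converted ADP (0.1 mM final) to ATP with 0.5 mM PEP in 50 mM imidazole pH7.2, KCl, MgCl2, Tween 20, BSA; 1 h at room temperature. ATP detected by Kinase-Glo luminescence.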
Giardia killer – kills Giardia lamblia. Giardia lamblia trophozoite viability. activity change, % at 7.66 µM, hits read low. 340,000 tested, 0.15% active; in the data active = activity change below about -80%; inconclusive = between about -30% and that limit;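 also: parasites exposed to compound for two days anaerobically before the ATP read; % is scaled to controls: 0 for no effect and ±100 for the full control effect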
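Luminescent ATP signal served as the viability read-out, measured 15-30 min after adding ATP detection reagent to trophozoites that had been incubated with compounds for 48 hrs at 37 deg C anaerobically at 100 cells/well.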
Rab9 promoter act – activators of Rab9 promoter; Huh7 Rab9 promoter-luciferase reporter, luminescence, 24 h; Potency, µM (titrated, usually from 9.22 µM), for inactives: at the highest dose activation, negative = inhibition, usual class: activators; 320,000 tested, 2.8% active; AID 485297; also: potency is read from the fitted curve at half-maximal effect; % of control where 0% means no effect; nearly all actives have a fitted effect of over 60% in size
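Steps: seed 1500 Huh7 Rab9-luc cells per well, rest 2 h at 37 °C; add compound in DMSO; incubate 24 h; add luciferase reagent, 10 min ambient; read luminescence.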
ELG1 genotox – inducers of genotoxicity in HEK293T ELG1-luciferase cells; Potency, µM (highest dose often 46 µM), without a hit: at the top dose activity change, positive = activation, usual class: activators; HEK293T ELG1-luciferase reporter, luminescence, 16 h; 330,000 tested, 1.3% active; also: potency is read from the fitted curve at half-maximal effect; % of control where 0% means no effect; nearly all actives have a fitted effect of over 60% in size
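HEK293T cells expressing luciferase-tagged ELG1 were treated with compound or DMSO for 16 hr at 37°C. Luciferase activity was then read after 30 min with ONE-Glo at room temperature; rising signal flags genetic stress.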
* = called active by the depositor; ? = inconclusive; . = not tested or not shown; & = joins results of further samples; [ ] = dose if it differs, or a comment. Unless noted, calls follow the shape of the dose curve; as a rule, active = well fitted curve in the direction sought with a large enough effect; inconclusive = small, poorly fitted or top-dose-only effect, or another doubt; inactive = no such curve, though single readings can be large; an effect the other way counts as inactive or inconclusive. Only part of the results is shown; the hit share may differ from the screen's.

SMILES	Menin-MLL TR inh	RORgamma inh	BRCA1 expr act	NPC1 promoter act	FLuc counter	p53 reactivation	VP16 counter	PKM2 act	Giardia killer	Rab9 promoter act	ELG1 genotox
O=[N+]([O-])c1cccc(/C=N/n2cnnc2)c1	.	3.9%	4.4%	-1.5%	0.2%	5.3%	8.1%	-6.6%	0.5	-1.4%	0.8%
COC(=O)c1nc2nc(C)cc(=O)n2[nH]1	-10.4%	-20.5%	1.3%	-0.5%	-0.2%	-0.4%	0.5%	-2.9%	-7.0	-1.5%	4.4%
Nc1cc(=O)[nH]c(SCC(=O)N2N=C(c3ccc(Cl)cc3)CC2c2ccco2)n1 (configuration not stated)	-20.2%	16.8%	2.8%	0.4%	?	-0.8%	20.5%	3.2%	21.4	-18.7%	4.1%
CCCCNC(=O)OCC(CC)NC(=O)OC(C)C (configuration not stated)	2.3%	-1.9%	-8.1%	-5.8%	-0.1%	-11.3%	-12.0%	-4.7%	15.7	5.0%	0.0%
COc1ccc([N+](=O)[O-])c2c(=O)ccoc12	5.7%	0.3%	-14.5%	1.2%	2.4%	-9.4%	-0.5%	0.5%	6.8	-0.5%	2.8%
O=C(NCc1ccccc1)NC1(C(=O)N2CCOCC2)CCCCC1	0.7%	4.2%	0.0%	-1.1%	1.0%	-6.2%	-3.1%	-2.3%	10.8	-0.9%	0.0%
CNCC(O)C(O)C(O)C(O)CO (configuration not stated)	10.4%	-11.1%	23.5%	-2.1%	0.9%	-0.7%	-3.8%	-4.6%	-9.0	-2.2%	1.0%
C=CCn1cnc2c(nnn2-c2ccc(Cl)cc2)c1=O	7.7%	?	35.1%	1.9%	-4.1%	1.7%	29.2%	-0.1%	-21.8	6.0%	-2.8%
Cn1cnc(S(=O)(=O)N2CCN(C(c3ccccc3)c3ccccc3)CC2)c1	-3.7%	1.4%	1.7%	0.0%	2.9%	-6.3%	-10.7%	2.1%	-0.4	0.9%	-2.3%
CC(C)(C)OC(=O)CN1c2cccc3cccc(c23)S1(=O)=O	1.1%	-5.9%	0.4%	1.8%	5.4%	-4.8%	-2.1%	.	23.5	-3.6%	0.0%
COc1ccc(-n2c(SCC(=O)c3ccc[nH]3)nnc2-c2ccccc2)cc1	-7.6%	-16.5%	7.0%	-4.2%	2.2%	-12.6%	-1.2%	-6.1%	5.5	-7.2%	1.2%
Cc1ccc(S(=O)(=O)NCC(c2cccnc2)N2CCc3ccccc32)cc1 (configuration not stated)	-0.1%	40.6%	-9.8%	0.9%	2.1%	-16.4%	0.7%	3.2%[0.46 µM]	-4.1	-0.8%	-2.9%
CCSc1nnc(NC(=O)C(C)(C(F)(F)F)C(F)(F)F)s1	-5.2%	?	-80.6%	0.1%	-3.9%	-0.1%	?	-11.0%	-10.5	-0.6%	-14.3%
Cc1noc(C)c1S(=O)(=O)Nc1ccc(C(=O)NC2CCCCCC2)cc1	-4.2%	21.2%	-14.2%	-6.5%	2.4%	-2.1%	-13.0%	-2.1%	16.7	0.2%	-6.1%
COCCN1C(=O)N[C@@H](c2ccco2)C(C(C)=O)=C1C	2.9%&4.4%	11.5%&18.0%	0.0%	-0.2%	5.4%	2.0%	0.3%&-14.0%	-3.2%	-10.5	-0.7%	0.4%
COc1cc(S(=O)(=O)N2CCCCC2)ccc1NC(C)=O	1.4%	-1.0%	7.3%	-6.8%	-1.0%	0.4%	7.3%	1.4%	-0.8	-3.0%	1.5%
O=C(c1cnn(-c2ccccc2)c1)c1ccc2ccccc2c1O	?	11.3%	?	?	7.57µM*	?	6.4%	-4.9%	-1.9	?	?
COCC(C)n1c(C)cc(C(=O)CN2c3cccc4cccc(c34)S2(=O)=O)c1C (configuration not stated)	.	.	-13.2%	-1.7%	?	-17.3%	.	.	-8.4	-8.5%	-1.5%
Cc1ccccc1C(=O)NC1CCN(CC(=O)NCc2cccs2)CC1	?	9.6%	15.2%	0.5%	-5.4%	0.2%	-9.8%[10 µM]	-4.5%	-2.9	-2.3%	3.5%
CCCCNC(=S)NNC(=O)c1csc2ccccc12	0.4%	1.8%	3.7%	-1.6%	1.6%	2.2%	-12.0%	1.7%	2.5	14.2%	-5.5%
CC(C)OC(=O)c1ccc(NC(=O)Cn2c(-c3nonc3N)nc3ccccc32)cc1	?	-39.9%	-7.6%	1.2%	2.9%	-6.2%	-5.7%	0.2%	-1.4	-2.3%	2.3%
Cc1ccc(OP(=O)(Nc2c(C)n(C)n(-c3ccccc3)c2=O)Oc2ccc(C)cc2)cc1	?	33.8%	-1.0%	0.0%	4.9%	-2.3%	-0.6%	3.8%	-23.7	-0.4%	0.3%
CN(Cc1cccnc1)C(=O)c1cc(S(=O)(=O)Nc2ccccc2F)ccc1Cl	.	.	-2.6%	1.3%	1.3%	0.5%	.	.	-1.3	-5.4%	0.1%
O=C(O)CSc1nnc(Cn2nnc3ccccc32)n1CCc1ccccc1	0.0%	5.1%	13.6%	1.7%	0.0%	10.7%	-11.2%	-3.2%	-3.1	-3.2%	-0.6%
CC1(C)C(=O)OC(c2c(F)c(F)c(F)c(F)c2F)C2(CCCCC2)C1=O (configuration not stated)	?	2.9%	-29.0%	-2.1%	5.6%	-7.4%	-0.8%	-2.3%	-18.3	-0.8%	1.0%
More results follow:
SMILES	Menin-MLL TR inh	RORgamma inh	BRCA1 expr act	NPC1 promoter act	FLuc counter	p53 reactivation	VP16 counter	PKM2 act	Giardia killer	Rab9 promoter act	ELG1 genotox
COCc1c(C(=O)NCc2ccccc2CN2CCCC2)oc2ccccc12	.	.	-20.6%	-2.1%	2.4%	0.7%	.	.	-4.7	-5.9%	-3.2%
C/C(Cc1ccccc1)=N\NC(=O)CNC(=O)c1ccc2c(c1)OCCO2	.	4.1%	21.3%	0.2%	-18.0%	-1.3%	-0.8%	0.5%	10.3	2.8%	-1.5%
COc1cc(/C=C2/SC(=S)N(c3c(C)n(C)n(-c4ccccc4)c3=O)C2=O)ccc1O	?	13.3%	-6.8%	-2.1%	?	-2.7%	-8.4%	-9.8%	-10.3	-5.4%	-3.0%
Cc1c(C(=O)O)c(-c2ccccc2)nn1-c1ccccc1	31.0%[activator]	14.0%	-18.8%	-2.6%	2.6%	-9.3%	-0.8%	-15.4%	10.8	-6.4%	0.0%
COc1cc(CN2CCCC(CO)(Cc3cccc(Cl)c3)C2)cc(OC)c1O (configuration not stated)	-3.6%	-4.6%	0.0%	-1.3%	4.3%	.	5.4%	1.3%	?	-7.4%	-3.0%
O=C(Nc1c[nH]c2c(Cl)cccc2c1=O)N1CCN(c2ccccn2)CC1	15.9%	?	-1.9%	9.4%	?	39.5%	0.8%	-1.5%	-10.9	0.5%	10.5%
O=C(CNC(=O)c1[nH]cnc1C(=O)N[C@@H](Cc1ccccc1)C(=O)OCc1ccccc1)OCc1ccccc1	7.3%	?	-5.7%	1.7%	-0.2%	.	?	2.3%	-11.7	7.3%	1.3%
C(=N\NC1=NCCN1)/c1ccncc1	-4.0%	-9.9%	5.6%	0.5%	0.5%	.	2.9%	-1.5%	25.5	-3.7%	-10.4%
CCOc1ccc2c(c1)C(c1cccs1)=NNC(c1cccnc1)=N2	18.6%	25.3%	-29.4%	0.4%	-9.3%	13.6%	-7.6%	-3.0%	-15.0	2.9%	-0.8%
O=C1C(=O)N(CCCO)C(c2ccccc2)/C1=C(\O)c1ccc(Br)cc1 (configuration not stated)	-16.9%	-15.2%	7.0%	-7.7%	0.6%	.	-3.4%	0.3%	3.2	4.0%	0.2%
CCCC(=O)N1CCN(c2ccc(NC(=O)C(C)(C)C)cc2Cl)CC1	-1.5%	24.8%	0.0%	-11.4%	-2.8%	1.1%	-0.6%	-2.9%	8.8	-0.7%	-3.2%
CCCC(=O)Nc1ccccc1-c1nnn(CC(=O)Nc2ccc(OC)cc2)n1	17.1%	-10.4%[0.365 µM]	-8.4%	-2.7%	6.5%	-7.7%	.	-0.7%	-19.9	-7.6%	-11.7%
CC(C)(C)n1nc2c(c1NC(=O)C1CC(=O)N(c3ccc(Cl)cc3)C1)CS(=O)(=O)C2 (configuration not stated)	3.0%	19.0%	-12.2%	-0.9%	2.3%	-10.7%	-4.1%	0.0%	-8.2	-5.6%	-17.9%
CC(=O)Oc1ccc(C2(C)CC(C)(C)NC(=S)N2C)c(OC(C)=O)c1 (configuration not stated)	-1.7%	12.6µM*	-4.6%	1.3%	-2.4%	2.0%	?	1.5%	10.0	-3.7%	0.3%
CCN(CC)S(=O)(=O)c1ccc(-n2cnc3cc(C)c(C)cc32)nc1	-1.2%	15.5%	-33.1%	-2.6%	-1.8%	-2.8%	-5.8%	-8.7%	-5.8	-0.6%	-1.4%
